Screening results as filed in PubChem BioAssay.
OX1R antag-1 – antagonists of human orexin 1 receptor (OX1R); inhibition, % at 6.6 µM; OX1R-expressing cells, FRET antagonist read-out; actives 1.8% (n = 330,000); AID 485270, 2010; in the data active = inhibition mostly above about 38%, no sharp cut-off; inactive = mostly below about 40%;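 also: 0% = agonist challenge alone and 100% = reference antagonist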
Target sequence (O43613 whole entry, looked up): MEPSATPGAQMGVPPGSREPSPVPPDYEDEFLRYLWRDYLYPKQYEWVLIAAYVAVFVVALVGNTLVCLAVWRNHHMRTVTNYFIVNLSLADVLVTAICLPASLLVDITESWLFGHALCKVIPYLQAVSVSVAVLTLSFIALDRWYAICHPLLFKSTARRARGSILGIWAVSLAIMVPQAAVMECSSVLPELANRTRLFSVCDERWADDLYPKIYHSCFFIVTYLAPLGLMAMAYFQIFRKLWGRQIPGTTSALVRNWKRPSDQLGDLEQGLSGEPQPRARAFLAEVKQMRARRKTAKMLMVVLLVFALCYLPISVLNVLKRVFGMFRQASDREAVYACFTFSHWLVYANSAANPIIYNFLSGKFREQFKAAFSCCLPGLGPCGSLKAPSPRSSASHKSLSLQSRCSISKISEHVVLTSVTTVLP
OX1R antag-2 – OX1R (HCRTR1) antagonists, primary screen, fluorescence, CHO/OX1R cells, Fluo-8 calcium, orexin A. Orexin/Hypocretin receptor type 1 (Homo sapiens), O43613. Fluo-8 calcium fluorescence. inhibition, % at 5 µM. actives 0.43% (n = 330,000). AID 434989, 2010;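 active = inhibition above its plate's threshold, mean inhibition of all tested compounds on the plate plus 3 SD, cut at about 37% in these data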;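 also: 0% = orexin A challenge wells and 100% = SB-334867-A antagonist wells; not every result past the cut was called active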
* hit, by the source's call.

canonical_smiles | OX1R antag-1 | OX1R antag-2
Cc1ccc(-c2nnc(Oc3cccc(C)c3)c3ccccc23)cc1 | 5 | -1
CCN1C(=O)c2cccc3c(NC(=O)c4ccc(S(=O)(=O)N5CCOCC5)cc4)ccc1c23 | 39 | -28
CC(=O)N1CCN(S(=O)(=O)c2cccc(C(=O)OCc3cccc(F)c3)c2)CC1 | 7 | -18
Cc1c(C(=O)Nc2ccc(Oc3ccccc3)cc2)sc2nc3n(c(=O)c12)CCC3 | 45 | 22
COc1cc(CNc2ccc(N3CCCC3)cc2)ccc1OCc1ccccc1F | 9 | -8
COc1ccc(CCn2c(NN)nc3c2c(=O)[nH]c(=O)n3C)cc1 | 22 | -8
COc1ccc(C(C(=O)NCC2CCCO2)N(C(=O)CNC(=O)c2cccs2)c2ccc(C)cc2)cc1OC (configuration not stated) | 17 | -10
COc1ccc(-n2c(SCC(=O)c3ccc[nH]3)nnc2-c2ccccc2)cc1 | 6 | -25
Cc1ccc(S(=O)(=O)NCC(=O)OCC(=O)Nc2cccc(S(=O)(=O)NC3=NCCCCC3)c2)cc1 | -4 | -11
CCN(CC)CCn1c(=N)n(CCO)c2ccccc21 | 11 | -20
CCCn1c(=N)n(CC(=O)OCC)c2ccccc21 | 18 | -20
CCCCN=C1NN=C(c2cccc([N+](=O)[O-])c2)CS1 | 27 | -23
NS(=O)(=O)c1ccc(NCc2ccccc2OCc2ccccc2F)cc1 | 3 | 10
Cn1c(-c2ccc3c(c2)OCO3)cnc1NCc1ccccc1 | 6 | -4
COc1cc(NC(=O)Cc2ccccc2)c(C(=O)O)cc1OC | 2 | 2
COC(=O)CCN(C(=O)c1ccc(N2CCCC2)c([N+](=O)[O-])c1)c1ccccn1 | 16 | -10
CCNc1nc(NCC)nc(-n2nc(C)cc2C)n1 | 26 | -23
Cc1csc2c(N3CCN(C(=O)Nc4ccc(Cl)c(Cl)c4)CC3)ncnc12 | 36 | 43*
COc1ccccc1C(=O)OCC(=O)NCCNC(=O)COC(=O)c1ccccc1OC | 22 | -13
CCN(CC(=O)NCc1ccc(Cl)cc1)C(=O)CSc1ccc(F)cc1 | 11 | -26
Cc1ccccc1C(=O)NCCCNC(=O)c1ccco1 | 3 | 7
COCc1ccc([C@@H]2C[C@H]3CN(Cc4cccc(Cl)c4)C(=O)[C@]34CCCN24)o1 | 14 | -42
CSCCC(NC(=O)C1CCC(C)CC1)C(=O)OCC(=O)c1ccc(Cl)cc1 (configuration not stated) | 4 | -10
O=Cc1cccn1-c1sc2c(c1C(=O)O)CCCC2 | 10 | -3
CCOP(=O)(c1ccccc1)c1nc(-c2ccccc2Cl)oc1N1CCCCC1 (configuration not stated) | 21 | -25
CCOC(=O)C1CCN(Cc2nc3ccc([N+](=O)[O-])cc3c(=O)n2-c2ccc(OC)cc2OC)CC1 | 28 | -35
CC(C(=O)OCC(=O)Nc1cccc(S(=O)(=O)N(C)C)c1)N1C(=O)c2ccccc2C1=O (configuration not stated) | 19 | -20
CC1CCC(NC(=O)c2ccc3nc[nH]c3c2)CC1 (configuration not stated) | 5 | -7
CC(C)n1c(/C=C/c2ccccc2)nc2ccccc21 | 7 | -33
CCNS(=O)(=O)c1cc(OC)ccc1OC | 9 | -4
COc1ccc(C(=O)Oc2ccc(/C=N/NC(=O)Cc3ccc([N+](=O)[O-])cc3)cc2)cc1 | 21 | -2
O=C(C1COc2ccccc2O1)N1CCc2ccccc21 (configuration not stated) | 16 | -6
O=c1[nH]c(=O)c2nnc(N/N=C/c3ccccc3F)nc2[nH]1 | 38 | -1
COc1cc(NC(=O)CSc2nnc3c(C)cc4c(C)ccc(C)c4n23)c(C(=O)O)cc1OC | 35 | -5
CCN(c1ccccc1)S(=O)(=O)c1ccc(N2CCN(c3ccccc3O)CC2)nc1 | 10 | 25
Cc1cc(NCCN2CCOCC2)n2nc(C)c(-c3ccccc3)c2n1 | 3 | -14
COc1ccc(C(=O)Nc2cccc3nc(C)ccc23)cc1OC | 2 | -11
O=C(CN1CCN(CC(=O)Nc2cccc(F)c2)CC1)Nc1ccc(-c2ccccc2)cc1 | 3 | -6
Cc1onc(-c2ccccc2)c1C(=O)OCC(=O)NCc1ccc(F)cc1 | 8 | -25
S=C(NCCN1CCCCC1)Nc1ccc(Br)cc1 | 11 | -22
CN(CC(=O)Nc1ccc(Cl)c(C(F)(F)F)c1)C(=O)CCCNC(=O)c1ccc(Cl)cc1 | 23 | 20
Nc1ccc2oc(-c3ccccn3)nc2c1 | 18 | -17
Cc1cc(C)n(CC(O)COc2ccccc2[N+](=O)[O-])n1 (configuration not stated) | 9 | -4
CCn1c(CNc2ccc(F)cc2)nnc1SCC(=O)OC1CCCCC1 | 17 | 2
COc1cccc(NC(=S)NCc2ccncc2)c1 | 9 | -5
COc1ccc(OCC(=O)N/N=C/c2cccc3cccnc23)cc1 | 7 | -17
OCc1nn2c(c1Br)NC(c1ccccc1)CC2C(F)(F)F (configuration not stated) | 18 | -9
Cc1ccc(C)c(N(C(=O)c2csnn2)C(C(=O)NC2CCCC2)c2cccnc2)c1 (configuration not stated) | -14 | -28
O=C(N/N=C/c1ccc(Br)o1)c1cncc(Br)c1 | 20 | -16
O=C(Nc1ccc(S(=O)(=O)N2CCOCC2)cc1)c1ccc2c(c1)OCO2 | 26 | 10
CC(CC(=O)Nc1ccc(-c2ccno2)cc1)n1cccn1 (configuration not stated) | 24 | -13
S=C(c1ccc2c(c1)OCO2)N1CCCC1 | 35 | -1
CC(=O)c1cnc2n(c1=O)CCS2 | 26 | -10
CC(C1CC2CCC1C2)n1c(COc2ccccc2F)nnc1SCC(N)=O (configuration not stated) | 10 | -32
OCCNc1nc(N2CCOCC2)nc(N2CCOCC2)n1 | 4 | -4
Cc1cccc(-c2nsc(SCC(=O)N3CCCC3)n2)c1 | 18 | -33
COC(=O)c1ccccc1OCc1cccc(C)n1 | 30 | -1
C=CCNC(=S)Nc1sc2c(c1C(N)=O)CCCC2 | 13 | -35
COc1ccccc1CNC(=O)c1cc2c(s1)CS(=O)(=O)C2 | 20 | -9
O=C(COc1ccccc1)NCC(=O)N1CCCCCC1 | 8 | -12

(cont.)
canonical_smiles | OX1R antag-1 | OX1R antag-2
C[C@H](NC(=O)C1CC(=O)N(c2ccc3c(c2)OCCO3)C1)C(=O)NC1CCCC1 (some centres not stated) | 20 | -8
CC(C)Cc1nnc(NC(=O)CCC(=O)N2CCN(c3ccc([N+](=O)[O-])cc3)CC2)s1 | 8 | -14
C[C@@H]1CN([C@H](C)CO)C(=O)Cc2cc(NC(=O)Nc3ccccc3)ccc2O[C@@H]1CN(C)Cc1ccc2c(c1)OCO2 | 3 | -19
C(=N\Nc1nc2ccccc2s1)/c1ccc2c(c1)OCO2 | 75* | 5
CC[C@@]12C(=O)N(c3ccc(C)cc3)C(=O)N1[C@H](c1ccc(OC)cc1)[C@@H]1C(=O)N(C(C)(C)C)C(=O)[C@@H]12 | 24 | -40
Cc1ccc(/C=N/NC(=O)c2cccs2)o1 | 17 | -19
O=C(NCCc1nnc2ccc(NCc3ccc(Cl)cc3)nn12)c1ccccc1 | 6 | -30
COc1ccc(C(=O)Nc2ccc(S(=O)(=O)Nc3nccc(C)n3)cc2)cc1OC | 4 | -8
COc1ccc(NC(=O)c2ccc(C#N)cc2)cc1NS(=O)(=O)c1ccc(F)cc1 | 17 | -1
Cc1ccc(NC(=O)c2ccc3c(c2)CCN3S(C)(=O)=O)cc1C | 14 | -11
CCCCSc1nc2c(cnn2-c2ccccc2)c(=O)n1N | 5 | -16
Cc1cccc2[nH]c3c(N4CCC5(CC4)OCCO5)ncnc3c12 | 13 | -6
COc1cc(C(=O)OCC(=O)NCCCc2ccccc2)ccc1OCC(C)C | 20 | -23
COC(=O)[C@@H]1C[C@@]2(O)[C@H](O)[C@H](O)[C@H](O)C[C@H]2N1Cc1ccc(C)s1 | 12 | -11
CC(C)N1CCC(N2CCN(Cc3ccc(-c4ccc(Cl)cc4)o3)CC2CCO)CC1 (configuration not stated) | 13 | -29
COc1ccc(OC)c(S(=O)(=O)N2CCCC(C(=O)N3CCC(C(N)=O)CC3)C2)c1 (configuration not stated) | 6 | -12
COC(=O)c1ccsc1-n1cc(C#N)c(=O)n(C)c1=O | -9 | -6
CCc1ccc(OCCn2cccn2)cc1 | 4 | 0
COc1ccc(OC(C)C(=O)Nc2cccc(OC)c2)cc1 (configuration not stated) | 20 | -6
CC(C)c1cc(-c2cc(C(=O)Nc3ccccc3)on2)nc(NCC2CC2)n1 | 17 | -13
Clc1ccc(OCc2noc(-c3ccsc3)n2)c(Cl)c1 | 9 | -26
COc1ccc(Cl)cc1NC(=O)Nc1ccccc1C(N)=O | 4 | -4
COC(=O)CN1C(=S)N(c2ccc(Cl)cc2)C(=O)C1CC(=O)Nc1ccccc1 (configuration not stated) | 8 | -4
CCn1cc(C(=O)NC(C)CCc2ccccc2)c(=O)c2cc(S(=O)(=O)N(C)C)ccc21 (configuration not stated) | 1 | -34
CCn1c(C(=O)O)c(CC(=O)Nc2ccccc2OC)c2ccccc21 | -6 | -10
CN(C)c1cccc2c1c(NS(=O)(=O)c1cn(C)cn1)nn2C | 43 | -4
CCC(=O)Oc1c(C(=O)CC)cc2c(C)cc(=O)oc2c1C | 4 | -14
O=[N+]([O-])c1ccc2c(c1)nc(CO)n2Cc1ccccc1 | -1 | -2
Clc1ccc(CN2CC[C@H]3C=CCc4cccc(c43)C2)cc1 | 3 | -40
CCOC(=O)c1cccc(NC(=O)C2CCN(S(=O)(=O)c3cccs3)CC2)c1 | 4 | -7
COc1cc(-c2nc(=S)[nH][nH]2)cc(OC)c1OC | 5 | -22
CCc1ccc2c(c1)C1(C(=O)N2)N2CCCC2C(C(=O)c2ccc3ccccc3c2)C12C(=O)Nc1ccccc12 (configuration not stated) | 1 | -21
CC(=O)C1=C(C)N(Cc2ccccc2)C(=O)N[C@H]1c1cccc(F)c1 | 36 | -21
CCOc1ccc2c(c1)sc(N)[n+]2Cc1cc(C)cc2cccnc12 | 11 | -10
COc1ccc(-c2csc(N(C)C(=O)c3cccs3)n2)cc1 | 8 | -27
O=S(=O)(Nc1cccc(S(=O)(=O)N2CCOCC2)c1)c1ccc2c(c1)OCCO2 | 12 | -39
COc1ccc(/C=C/C(=O)N2CCN(C)CC2)cc1S(=O)(=O)N1CCCCC1 | -9 | -17
COc1cc(CCCN2CCNC[C@@H]2Cc2ccccc2)cc(OC)c1OC | 27 | -29
COc1ccc(C(CC(=O)O)NC(=O)c2cccs2)cc1 (configuration not stated) | 15 | -13
Cc1ccnc(NC(=O)CNC(=O)c2sc3ccccc3c2Cl)c1 | 49 | -10
OCCC1CN(Cc2cccn2-c2ncccn2)CCN1C1CCCC1 (configuration not stated) | 7 | -19
COCCn1nnnc1C(c1ccc(OC)cc1OC)N1CCN(c2ccccc2F)CC1 (configuration not stated) | 37 | -14
Cc1noc(C)c1CSCC(=O)Nc1cc(Cl)ccc1N1CCOCC1 | 16 | -21
O=[N+]([O-])c1ccc(S(=O)(=O)Nc2ccc(-c3ccc(N4CCCC4)nn3)cc2)cc1 | 22 | -3
Cc1ccc(C(C)C)c(OCC(=O)OCC(=O)NC2CC2)c1 | 22 | -3
CC(C)c1ccc(C2C(C(=O)c3ccco3)=C(O)C(=O)N2CCN2CCOCC2)cc1 (configuration not stated) | 5 | -17
O=c1cccccc1NN=C1CCCCC1 | 5 | -17
Cc1cc(=O)[nH]c(SCC(=O)Nc2ncc(S(=O)(=O)c3ccc([N+](=O)[O-])cc3)s2)n1 | 52 | -17
CCCc1cc(=O)[nH]c(/N=C(\N)Nc2ccccc2)n1 | 13 | -19
Cc1nnc(SCC(=O)N2CCN(S(=O)(=O)c3ccccc3)CC2)s1 | 9 | -3
Cn1[nH]c(=O)c(Cl)c(Cl)c1=O | 5 | -7
COC(=O)CCC/C=C1/SCC(NC(=O)c2ccccc2)C1NC(C)=O (configuration not stated) | 14 | -8
Cc1ccccc1C(=O)Nc1ccc(O)c2c(=O)cc(-c3ccccc3Cl)oc12 | 45 | -33
Cc1ccc2c(c1)CC1(CN2C)C(=O)OC2(CCCCC2)OC1=O | 31 | 0

Rows are unselected; any-hit rate near 2.1%.
